ATXN2 expr inh: reduces ATXN2 reporter expression in HEK-293 cells. HEK-293 ATXN2-luciferase reporter, luminescence, 24 h. actives 0.72% (n = 360,000). Potency, µM (series often up to 57 µM), inactives show at the highest dose activity change, negative = inhibition, hits mostly inhibitors; also: potency is read from the fitted curve at half-maximal effect; % is scaled to controls: 0 for no effect and ±100 for the full control effect; nearly all actives have a fitted effect of over 55% in size
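ATXN2-luciferase reporter cells (luciferase flanked by upstream and downstream ATXN2 gene portions) were treated 24 h at 37 °C with compounds at up to 57 uM. SteadyGlo luminescence gave expression; GF-AFC fluorescence gave viability.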
IL1B secr inh: blocks inflammasome-driven IL-1 beta release; THP-1 LPS/ATP IL-1B secretion, AlphaLISA, 16 h; active compounds read low; activity change, % at 57.5 µM; actives 4.7% (n = 360,000); AID 743279; in the data active = activity change below about -50%; inconclusive = mostly about -30% to -49%; also: % is scaled to controls: 0 for no effect and ±100 for the full control effect
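Secreted IL-1B measured by AlphaLISA bead assay after 16 h compound exposure of THP-1 cells; compounds (final up to 57.5 uM) added 1 h before LPS (250 ng/mL) and ATP (1.25 mM) stimulation; lower signal means less secretion.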
SW480 rerep: DNA re-replication induction in SW480 cells; actives 1.8% (n = 340,000); AID 624297; Potency, µM (top dose mostly 46.1 µM), for inactives: top-dose re-replication activation, hits mostly activators; SW480 DNA re-replication, Hoechst DNA content imaging, 48 h; also: potency is read from the fitted curve at half-maximal effect; % of control where 0% means no effect; nearly all actives have a fitted effect of over 55% in size
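Per well, 250 cells were exposed to pinned compound for 48 hr. Nuclear DNA was visualised with Hoechst (40 min, 37 C) and total object intensity recorded by fluorescence scanning.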
KB-3-1 cytotox: KB-3-1 parental cell cytotoxicity. KB-3-1 viability, CellTiter-Glo ATP luminescence, 72 h. Potency, µM (series often up to 46.1 µM), for the others: top-dose activity change, negative = cytotoxic, most hits filed as cytotoxic. actives 1.4% (n = 400,000); also: potency is read from the fitted curve at half-maximal effect; % is scaled to controls: 0 for no effect and ±100 for the full control effect; nearly all actives have a fitted effect of over 60% in size
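72 h, 37 °C compound treatment of KB-3-1 parental cells; CellTiter-Glo added, 10 min, luminescence read. Data corrected against DMSO-only plates and normalized before curve fitting.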
HT1080-NT tox: kills 2HG-producing HT-1080-NT fibrosarcoma cells; HT-1080-NT fibrosarcoma viability, CellTiter-Glo ATP luminescence, 48 h; Potency, µM (titrated, usually from 46.1 µM), for inactives: top-dose activity, negative = less viability, most hits filed as cytotoxic; actives 1.6% (n = 360,000);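 also: NT is the 2HG producing partner of a matched IDH1 knockdown line; potency is read from the fitted curve at half-maximal effect; 0% = DMSO-treated cells and -100% = media-only wells without cells; nearly all actives have a fitted effect of over 55% in size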
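750 cells/well, RPMI + 5% FBS; 2 h settle, compound pin-transfer, 48 h at 37 degrees C. CellTiter-Glo 10 min RT, luminescence. Normalized to DMSO and media-only wells.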
S2 tox: cell viability loss in ATXN counter-screen; actives 0.49% (n = 400,000); Potency, µM (titrated, usually from 56.7 µM), most hits filed as cytotoxic; S2 cells (HEK-293 line with an ATXN2-luciferase reporter) viability, CellTiter-Fluor protease fluorescence, 24 h; also: potency is read from the fitted curve at half-maximal effect; nearly all actives have a fitted effect of over 40% in size
MCF10A rereplic: DNA re-replication induction in MCF 10a cells; MCF 10A DNA re-replication, Hoechst nuclear intensity, 48 h; Potency, µM (top dose mostly 46.1 µM), for the others: top-dose activity, positive = re-replication, most hits filed as activators; actives 2.9% (n = 350,000); also: potency is read from the fitted curve at half-maximal effect; % of control where 0% means no effect; nearly all actives have a fitted effect of over 50% in size
HT1080 IDH1KD tx: toxicity to HT-1080 IDH1 knockdown cells (counter line); actives 2% (n = 360,000); HT-1080 IDH1 knockdown viability, ATP luminescence, 48 h; Potency, µM (titrated, usually from 46.1 µM), inactives show at the top dose activity, negative = toxicity, usual class: cytotoxic;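 also: potency is read from the fitted curve at half-maximal effect; 0% = DMSO wells and -100% = cell-free medium wells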
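In this qHTS, HT-1080 cells depleted of IDH1 are exposed for 48 h at 37 °C to compound titrations. Toxicity is scored from CellTiter-Glo luminescence, with DMSO as full viability and medium alone as none.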
HepG2 viability: counter-screen for TGF-b inhibitors: cytotoxicity in HepG2 cells; HepG2 CAGA-GFP viability, ATP luminescence, 18 h; Potency, µM (highest dose often 46.1 µM), for the others: top-dose activity change, negative = cytotoxicity, usual class: cytotoxic; actives 0.76% (n = 410,000); AID 588856; also: potency is read from the fitted curve at half-maximal effect; some results filed as inactive show a strong effect at the top dose
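HepG2 CAGA-GFP cells (1000/well, DMEM with 1% FBS) received compound, then TGF-beta at 500 pg/mL final, and were incubated 18 hours at 37 degrees C. Viability was read by CellTiter-Glo luminescence. Media-only wells were set as complete cell-killing and DMSO as no toxicity.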
* marks the source's active call; other numbers are inactive results; i = inactive; ? = inconclusive; . = no result given; & = joins results of further samples; [ ] = dose if it differs, or a comment. Unless noted, calls follow the shape of the dose curve; as a rule, active = well fitted curve in the direction sought with a large enough effect; inconclusive = small, poorly fitted or top-dose-only effect, or another doubt; inactive = no such curve, though single readings can be large; an effect the other way counts as inactive or inconclusive.

The line under a structure holds: ATXN2 expr inh	IL1B secr inh	SW480 rerep	KB-3-1 cytotox	HT1080-NT tox	S2 tox	MCF10A rereplic	HT1080 IDH1KD tx	HepG2 viability
CCc1ccc(-c2cc(C)no2)cc1S(=O)(=O)N1CCC(C)CC1
 : -5%	39	-2%	?	3%	i	26%	-17%	-9%
CCCCNC(=O)CSc1nc2ccsc2c(=O)n1CCCC(=O)NCCc1ccc(S(N)(=O)=O)cc1
 : -1%	10	-12%	11%	5%	i	2%	-3%	-13%
CCN(CC)C(=O)Oc1cc(=O)n(C)c2ccccc12
 : -6%	9	1%	0%	-4%	i	-3%	0%	19%
O=C(CSc1nnc(CNC(=O)c2cccs2)o1)Nc1ccc(F)cc1F
 : -17%	25	-5%	6%	5%	i	0%	7%	-1%
Cc1ccc([N+](=O)[O-])cc1NC(=O)CN(C)CCOc1ccccc1
 : -35%	?	-14%	-25%	1%	i	2%	-1%	-19%
COc1ccc(-c2[nH]ncc2N=Nc2ccccc2)cc1
 : ?	-68*	?	?	16µM*	?	9%	16µM*	-31%
COCCN(C(=O)COC(=O)/C=C/c1ccc2c(c1)OCO2)c1c(N)n(Cc2ccccc2)c(=O)[nH]c1=O
 : 7%	1	-4%	7%	8%	i	-6%	6%	10%
CC1CCCN(CC(=O)Nc2ccc(S(=O)(=O)N3CCCCCC3)cc2)C1 (configuration not stated)
 : -7%	-8	-7%	-11%	22µM*	i	?	?	0%
COc1ccccc1OCC(=O)Nc1c(C(=O)c2ccc(F)cc2)oc2ccccc12
 : 2%	.	.	?	.	i	.	.	-7%
COc1ccc(OCC(=O)Nc2ccc3c(c2)nc(CCN2CCCCC2)n3C)cc1
 : -11%	?	6%	-17%	1%	i	2%	11%	-6%
CCc1ccc(NC(=O)C2CCCN(c3nnc(C)c4c(C)n(-c5ccccc5)nc34)C2)cc1 (configuration not stated)
 : -8%	.	.	1%	.	i	.	.	-1%
COC(=O)c1ccccc1OCCCCN1CC(C)OC(C)C1 (configuration not stated)
 : -7%	13	-3%	3%	20%	i	?	20%	3%
COc1ccc(C(CNC(=O)c2cccc(S(=O)(=O)Nc3ccc(F)cc3)c2)N2CCCCC2)cc1 (configuration not stated)
 : -11%	-1	?	-19%	-25%	i	3%	-13%	-44%
COC(=O)c1nnn(-c2ccsc2C(=O)OC)c1C(=O)OC
 : 7%	-29	-5%	17%	11%	i	-3%	7%	3%
Cc1cccc(NC(=O)c2ccc([N+](=O)[O-])s2)c1C
 : -39%	-15	?	?	-10%	?	13%	-17%	14µM*
O=C(Nc1ccccc1Cc1ccccc1)c1ccc2c(c1)SC1=NS(=O)(=O)CCN12
 : 5%	-21	-7%	-4%	-2%	i	4%	-30%	-17%
CCN1CC=C2C(C1)C(c1ccc(Cl)s1)C(C#N)=C(N)C2(C#N)C#N (configuration not stated)
 : -12%	-4	-2%	1%	0%	?	4%	-8%	-2%
CN1C(=O)N(c2nnc(C(C)(C)C)s2)C(=O)C1c1ccccc1 (configuration not stated)
 : 19%	1	2%	9%	17%	i	-2%	13%	3%
COc1cc(NC(=O)c2ccccc2OCc2ccccc2)cc(OC)c1OC
 : .	30	-7%	-19%	-11%	i	14%	-8%	-38%
Cc1ccc(S(=O)(=O)CCC(=O)NCc2ccc(Cl)cc2)cc1
 : 0%	6	.	0%	8%	i	-5%	1%	8%
O=C(CN1CCN(Cc2ccccc2Cl)CC1)N/N=C/c1ccccn1
 : -31%	0	?	?	-20%	i	42%	-15%	-2%
COCCCNC(=O)/C(C#N)=C/c1c(N2CCN(C)CC2)nc2c(C)cccn2c1=O
 : -14%	32	?	10%	1%	.	?	17%	-4%
Cc1nc(SCC(=O)Nc2cc(C)on2)c2c3c(sc2n1)CCCC3
 : -33%	17	26%	-4%	-1%	?	?	11%	-5%
CS(=O)(=O)N1N=C(c2cccs2)CC1c1ccc(F)cc1 (configuration not stated)
 : 14%	3	-4%	-8%	-7%	i	8%	1%	2%
O=C(O)c1cc(S(=O)(=O)Nc2cccc(Oc3ccccc3)c2)ccc1Br
 : -1%	67	-44%	-4%	-17%	i	-1%	10%	1%
O=C(C[n+]1ccccc1)N/N=C/c1cc(Br)ccc1O
 : -17%	12	-3%	3%	-13%	i	22%	-8%	3%
CCOC(=O)c1sc(NC(=O)c2cc3nc(-c4ccccc4)cc(C(F)(F)F)n3n2)c(C(=O)OCC)c1C
 : 8%	.	.	22%	.	i	.	.	0%
CN1C(C(=O)Nc2cccc(O)c2)=CC(c2ccco2)=NS1(=O)=O
 : 9%&10%	-5	-1%	5%&6%	-11%	i	1%	-9%	7%&5%
CCOP(=O)(OCC)C(NC(=O)c1cccs1)c1ccccc1 (configuration not stated)
 : 0%	36	-3%	?	-5%	i	6%	-1%	8%
CCN(CC)c1ccc(-c2n[nH]c(=S)n2-c2ccccc2)cc1
 : -33%	23	?	13µM*	?	i	?	21µM*	-22%
CN1C(=O)N(CC(=O)N2CCN(S(=O)(=O)c3ccc(Cl)s3)CC2)C(=O)C12CCCCC2
 : -2%	-11	4%	-31%	1%	i	24%	-5%	-19%
CCOc1ccc(S(=O)(=O)Nc2cccc(C)c2)c2cccnc12
 : -20%&-5%	60	-5%	-1%&-8%	-5%	i	26%	-11%	-8%&-3%
COC(=O)c1ccc(/C=N/NC(=O)c2ccc3nc[nH]c3c2)cc1
 : .	-3	?	6%	13%	i	10%	1%	-1%
O=C(O)CC(NC(=O)OCc1ccccc1)c1ccccc1 (configuration not stated)
 : -4%	30	-3%	0%	15%	i	2%	1%	-2%
COC(=O)Cc1ccc(NC(=S)N2CCCC(CO)C2)cc1 (configuration not stated)
 : -26%	25	-20%	3%	14%	?	-1%	0%	-8%
CC(C)c1nnc(NC(=O)CCC(=O)NC2CC2)s1
 : .	13	-1%	7%	6%	i	3%	12%	0%
CCc1nc2ccc(C(=O)Nc3cc(-c4ccccc4)ccc3OC)cn2c1N(CC)CCN(C)C
 : ?	-14	.	?	18µM*	.	.	13µM*	14µM*
O=C(Nc1ccc(F)cc1)Nc1ccc([N+](=O)[O-])cn1
 : -17%	-11	-1%	4%	29%	i	-3%	20%	3%
C=CCOc1ccc(C2C(C#N)=C(N)N(N(C)C)C3=C2C(=O)CCC3)cc1 (configuration not stated)
 : .	9	-3%	2%	9%	i	-7%	-5%	-3%
COc1cccc(C(=O)Nc2cc(C)on2)c1OC
 : 16%	-10	13%	?	10%	i	0%	9%	-28%
COc1ccccc1NC(=O)CSc1nc2ccccc2c(=O)n1C
 : .	17	6%	0%	-4%	i	10%	-23%	-16%
Cc1oc2c(cc(NS(=O)(=O)c3ccc(Cl)cc3)c3ccccc32)c1C(=O)O
 : -11%	36	-11%	7%	-25%	i	?	-18%	-5%
O=C(CN(C(=O)c1csnn1)c1cccc(Cl)c1)NC1CCCC1
 : 11%	8	1%	4%	6%	i	2%	18%	12%
COc1cccc(C(C(=O)NC2CCCCC2)N(C(=O)CNC(=O)c2ccco2)c2cccnc2)c1 (configuration not stated)
 : -4%	-6	0%	7%	-3%	i	-2%	-1%	-24%
CCCC(=O)Nc1ccc(Nc2ccccc2)cc1
 : 2%	-5	-1%	17%	18%	i	3%	27%	3%
CCN(CC(=O)NC(C)C)C(=O)C(CCSC)NC(=O)c1ccccc1OC (configuration not stated)
 : -22%	0	-2%	0%	-2%	i	20%	13%	0%
CSc1nnc(-c2ccncc2)n1/N=C/c1cn(-c2ccccc2)nc1-c1ccc(Cl)cc1
 : 11%	.	-19%	1%	10%	i	?	5%	-34%
COc1ccc(-c2nn(CC(=O)N(C)C)c(=O)c3ccccc23)cc1
 : 2%	10	-11%	-1%	-3%	i	?	2%	8%
Cc1c(Cl)cccc1N1C(=O)c2ccccc2C1=O
 : 7%	0	1%	-1%	9%[9.24 µM]	i	0%	8%	6%
C#Cc1ccc(C(=O)NCc2ccc(N3CCCC3=O)cc2)cc1
 : .	-3	-3%	-9%	-1%	i	2%	1%	-13%
Cc1cc(F)ccc1NCC(=O)Nc1ccc(Br)cc1C
 : -1%	-26	.	-9%	-9%	i	?	?	-16%
COCCc1nn2c(=O)cc(COC(=O)C(c3ccccc3)c3ccccc3)nc2s1
 : -7%	.	.	-4%	.	i	.	.	-31%
COc1cc(OC)c2c(-c3cccc(-c4sccc4C(C)=O)c3)cc(=O)oc2c1
 : -3%	27	6.5µM*	2.9µM*	4.1µM*	?	0.65µM*	3.7µM*	-5%
COc1ccc(C(=O)Nc2ccc(-c3nnc4n3CCCCC4)cc2)cc1OC
 : -4%	.	.	3%	.	i	.	.	3%
COc1ccccc1CNC(=O)CCS(=O)(=O)c1ccc(Cl)cc1
 : -8%	-5	5%	3%	4%	i	0%	-2%	-8%
O=C(NCC(c1cccs1)N1CCOCC1)c1cccc([N+](=O)[O-])c1 (configuration not stated)
 : -11%	36	24%	0%	?	i	7%	?	20%
O=C(OCc1cc(=O)n2nc(C3CCCCC3)sc2n1)c1ccc(F)cc1
 : 0%	.	.	8%	.	i	.	.	-19%
CCOC(=O)c1cc2c(=O)n3ccccc3nc2n(CCOC)c1=NC(=O)c1c(-c2ccccc2Cl)noc1C
 : 15%	.	.	-2%	.	?	.	.	-5%

Assay outcomes from PubChem BioAssay.
